Lipid droplet = modulators of hepatic lipid droplet formation | AML12 mouse hepatocytes, oleate lipid droplets, BODIPY imaging | inhibition, % at 6.5 µM | 240,000 compounds, 0.4% hits;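 active = lipid droplet intensity inhibited by at least 50%, with more than 500 cells counted; inconclusive = wells with under 300 cells, treated as cytotoxic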
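Material: mouse AML12 hepatocyte cell line, fixed after treatment; Timing: compound with oleate, overnight; Technique: high-content imaging of BODIPY-stained droplets and DAPI nuclei; Probe or stimulus: oleate, 100 µM final; Dosing: compound at 6.5 µM only.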
Insulin prom up = MIN6 insulin promoter up-regulation. MIN6 insulin promoter-GFP reporter, high-content imaging; active compounds read high. AID 1625. 190,000 compounds, 0.3% hits. z-score at 5 µM;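 active = z-score above 3 at 5 µM with at least 500 cells counted in the well; inconclusive = wells under 500 cells, flagged as cytotoxic or low count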
MT stabilizer = microtubule stabilizers in HeLa cells; HeLa tubulin immunostaining HCS, 24 h; share of cells brighter than vehicle mean+2SD; % tubulin-high responders, % at 10 µM; 200,000 compounds, 0.83% hits;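 active = plate Z-score above 3 for both tubulin-high and condensed-nucleus cell shares, with cell loss under 80%, at 10 µM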;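 note: anti alpha tubulin signal scored within the nucleus-defined area of each cell; some results filed as inactive read as strong as hits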
T cell modulator = T cell immune modulators affecting CD8 T cell-vesicle binding. 2C CD8+ T cell-vesicle binding, flow cytometry; active compounds read low. calls only at 7 µM. 330,000 compounds, 0.068% hits. AID 2052;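 active = response, share of CD8 T cells binding vesicles, and their 90th percentile fluorescence all below set limits, cut at about 80% in these data, passing the limit was not always enough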
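Assay system – 2C mouse CD8+ T cells · Also added – QL9-loaded Drosophila micro-vesicles · Timing – Cell–vesicle co-incubation 1.5 h at 37 °C, staining 20 min on ice · Signal – flow cytometry of vesicle-bound cells · Measure – percent CD8+ FL2 mean versus row control · Controls – Peptide-free naked vesicles (low) and QL9 vesicles with 0.7% DMSO vehicle (high)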
TNAP activators = human TNAP enzyme activators, primary screen, biochemical, luminescent, no phosphate acceptor, uHTS (AID 1001); purified TNAP, luminescent activation assay, no phosphate acceptor; higher activation fold means a stronger effect; activation fold at 20 µM; hits with a dose series show EC50 in µM; 200,000 compounds, 0.03% hits; in the data active = activation fold from about 3, or a potency from the dose series; inactive = the rest, 99 in 100 with activation fold below about 1.6; note: many of its hits are not listed in these tables
Dynein transport = blocks dynein driven cargo transport along microtubules; AID 1381; 220,000 compounds, 0.47% hits; z-score, hits read low; 3617.4 mouse cells, GR-EGFP nuclear translocation imaging; test concentration mostly 20 µM; stimulated with dexamethasone, 1 µM; active compounds read low;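 active = plate z-score of nuclear minus cytoplasmic receptor signal below a set negative limit, without overly bright fluorescence or cell loss, cut at about -3.5 in these data, passing the limit was not always enough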;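 note: z-score of nuclear minus cytoplasmic ring GR-EGFP intensity difference per well; some compounds called inactive have numbers as strong as hits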
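Buffer or medium: Induction medium lacking tetracycline, stripped serum | Also added: Dexamethasone agonist, 1.0 µM final, for 30 min | Timing: 48 h induction, 1 h compound, 30 min dex at 37 °C | Detection: Formaldehyde fixation, Hoechst nuclear stain, 10x automated fluorescence imaging | Measure: Nuclear versus cytoplasmic GR-EGFP signal, averaged per well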
b-catenin transl = alters nuclear translocation of beta-catenin in HeLa cells. 190,000 compounds, 0.3% hits. immunofluorescence imaging. AID 1665. nuclear translocation activity, % at 5 µM;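 active = nuclear translocation activity above 50% at 5 µM, with a well cell count of 50 or more; inconclusive = wells under 50 cells across six images, flagged as toxic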;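 note: per-cell ratio of nuclear to cytoplasmic median beta-catenin stain intensity; plate controls were DMSO negative control for no effect and GSK-3 inhibitor IX positive control for full effect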
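System: HeLa cells, endogenous beta-catenin; compound dosing: 5 µM primary single dose, 0.1% DMSO, 0.02–20 µM confirmation series; incubation: 24 h compound exposure at 37°C, 5% CO2; signal: beta-catenin immunofluorescence imaging with DAPI; evaluation: % activation, nuclear-to-cytoplasmic median beta-catenin signal ratio per cell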
human PMI inhibition = MPI enzyme activity inhibition – biochemical, fluorescence intensity, coupled assay, primary screen (AID 1209); purified PMI enzyme, coupled fluorescence intensity; higher % means a stronger effect; one-dose inhibition, % at 20 µM; IC50 in µM for titrated hits; 190,000 compounds, 0.42% hits; in the data active = inhibition above about 50%;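 note: plate controls were DMSO vehicle for no effect and wells lacking substrate for full effect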
Myeloid diff MLP = compounds promoting myeloid differentiation; 360,000 compounds, 1% hits; calls only at 10 µM; ER-HoxA9 myeloid progenitors, lysozyme-GFP differentiation, flow cytometry;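 active = normalized GFP-positive differentiation at or above the plate's own cutoff, the solvent-only control mean plus 3 SD; inconclusive = no clear call, values can overlap the other calls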;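 note: cells exposed to compound for four days before flow analysis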
Dynein transport cytoplasmic EGFP = second read-out of Dynein transport, no call of its own (marks repeat the call); z-score; measured here: cytoplasmic GR-EGFP intensity; active compounds read high
Dynein transport nuclear GR-EGFP = further read-out of Dynein transport, marked with its call; z-score; measured here: nuclear GR-EGFP intensity;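 lower value marks the stronger effect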
Dynein transport cell count = recorded beside Dynein transport, whose call it bears; z-score; measured here: cell count per field
Insulin prom up cell count = also measured in Insulin prom up; calls as there; cell count; measured here: cytotoxicity, nuclei count;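 total cells summed across four imaged fields per well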
Lipid droplet cells 6.5 µM = recorded beside Lipid droplet, whose call it bears; cell count; measured here: cell count, cytotoxicity flag;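 cells counted across two imaged fields per well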
b-catenin transl cell count 5 µM = recorded beside b-catenin transl, whose call it bears; cell count; measured here: cell count, cytotoxicity flag
T cell modulator vesicle-bound % = second read-out of T cell modulator, no call of its own (marks repeat the call); double positive events, %; measured here: CD8+ vesicle-bound cell fraction;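 binding gate set so that unloaded-vesicle control wells show 10% double positive cells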
MT stabilizer Hoechst-high % = second read-out of MT stabilizer, no call of its own (marks repeat the call); % Hoechst-high responders; measured here: nuclear condensation Hoechst responders;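 share of cells brighter than vehicle mean plus two SD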
MT stabilizer cytotoxicity % = also measured in MT stabilizer; calls as there; toxicity, %; measured here: cytotoxicity by cell density;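 0% = mean cell density of plate MIN control wells and 100% = no cells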
Myeloid diff MLP GFP+ MAC1+ % = further read-out of Myeloid diff MLP, marked with its call; GFP+ MAC1+ double positive, %; measured here: differentiation confirmed by MAC1 staining
An asterisk follows results filed as active; i = inactive; u = inconclusive; x = no result given.

SMILES | Lipid droplet | Lipid droplet cells 6.5 µM | Insulin prom up | Insulin prom up cell count | MT stabilizer | MT stabilizer Hoechst-high % | MT stabilizer cytotoxicity % | T cell modulator | T cell modulator vesicle-bound % | TNAP activators | Dynein transport | Dynein transport cytoplasmic EGFP | Dynein transport nuclear GR-EGFP | Dynein transport cell count | b-catenin transl | b-catenin transl cell count 5 µM | human PMI inhibition | Myeloid diff MLP | Myeloid diff MLP GFP+ MAC1+ %
Cc1cc(N)n(-c2ccc(C)c(C)c2)n1 | 0 | 701 | x | x | 1.5 | 1.9 | 8.9 | i | 60 | 1 | -0.39 | -0.27 | -0.1 | 0.65 | 0.3 | 1046 | -17% | i | 0.1
Cc1cc(C)c2c(c1)cc(C)c1nnc(SCC(=O)N3CCCc4ccccc43)n12 | -3 | 660 | 0.18 | 1523 | 3.2 | 2.4 | 11 | i | 24 | 1.3 | 0.18 | -0.13 | -0.058 | -0.75 | -1.4 | 1136 | 20% | i | 0.2
Cc1c(N2C(=O)c3ccccc3C2(O)c2ccccc2)c(=O)n(-c2ccccc2)n1C (stereo not drawn) | 4 | 726 | -0.37 | 1016 | x | x | x | i | 39 | x | 0.19 | -0.22 | 0.69 | -0.29 | 0.9 | 1300 | x | i | 0.4
COc1ccc(Oc2ccc(/C=C/C(=O)c3cccc(OC)c3)cc2[N+](=O)[O-])cc1 | 1 | 746 | 0.48 | 1357 | 31 | 2.4 | 82 | i | 27 | 1.1 | -0.7 | -0.099 | 0.18 | 0.4 | -4.1 | 512 | 4% | i | 2.9
Cc1cc(C)c(OCC(=O)Nc2ccccn2)c([N+](=O)[O-])c1 | 0 | 743 | 0 | 1327 | 4.4 | 3.4 | 5.5 | i | 51 | 1 | -0.16 | -0.3 | -0.3 | 0.4 | x | x | -7% | i | 0.7
CCOC(=O)c1c(NC(N)=O)nc2n1CCC2 | -18 | 622 | x | x | 1.4 | 1.7 | 1.5 | i | 23 | 1.1 | -0.86 | -0.17 | -0.39 | 0.59 | 1.6 | 577 | -7% | i | 0.1
Cc1cccc(NC(=O)c2ccc(NCC3CCCO3)c([N+](=O)[O-])c2)n1 (stereo not drawn) | 3 | 698 | -0.9 | 1634 | 4.0 | 2.8 | 3.6 | i | 53 | 1 | 0.79 | -0.22 | 1.1 | -0.95 | -2.1 | 1069 | 5% | i | 0.1
Nc1ccc2nc(-c3ccc(N)c(Cl)c3)[nH]c2c1 | -8 | 604 | x | x | 5.1 | 2.9 | 0.1 | i | 11 | 1.1 | -0.33 | -0.25 | -0.2 | 0.89 | x | x | 13% | i | 1.5
CC(NC(=O)CSc1nnc(-c2cccnc2)n1N)c1ccccc1 (stereo not drawn) | 0 | 693 | -0.21 | 1591 | 1.6 | 1.4 | 12 | i | 37 | 1.2 | -0.37 | -0.22 | 0.2 | -0.18 | -0.9 | 1058 | -11% | i | 0.3
CC1=CC(=Nc2c(C)n(C)n(-c3ccccc3)c2=O)C=C(C)C1=O | 4 | 535 | 2.4 | 1361 | 4.5 | 3.0 | 7.2 | i | 27 | 0.7 | -1.3 | 0.57 | -0.72 | 0.2 | -0.8 | 977 | 84%* | u | x
Cc1nn(CCCC(=O)Nc2cc(Oc3ccccc3)cc([N+](=O)[O-])c2)c(C)c1[N+](=O)[O-] | 4 | 626 | -0.26 | 1453 | 2.9 | 1.7 | 13 | i | 36 | 1 | -1 | -0.24 | -0.52 | 0.36 | -2.4 | 1107 | 16% | i | 1.6
COc1cc(/C=N/Nc2ccc3ccccc3c2)ccc1OC(=O)c1ccco1 | 0 | 603 | 0.04 | 1420 | 2.2 | 3.3 | 4.5 | i | 32 | 1 | -0.44 | -0.19 | -0.47 | 0.1 | 2.3 | 1049 | -23% | i | 0.9
Cc1ccc(N2NC(C)(c3cccs3)NC2=S)cc1 (stereo not drawn) | -8 | 619 | -0.72 | 1290 | 1.7 | 1.9 | 6.8 | i | 37 | 0.9 | -0.74 | -0.24 | -0.22 | 0.54 | 13 | 526 | -64% | i | 1.2
CCCCCc1c(O)c2ccccc2[nH]c1=O | -2 | 608 | 0.97 | 1291 | 1.2 | 0.5 | 11 | i | 8 | 1.1 | 0.072 | -0.24 | 0.73 | 2.6 | -0.4 | 1059 | 12% | i | 0.5
COc1ccc(CCN2CC34C=CC(O3)C(C(=O)NCc3ccccc3)C4C2=O)cc1OC (stereo not drawn) | x | x | 0.35 | 1457 | 1.6 | 2.0 | 9.0 | i | 43 | 1.1 | -1.4 | -0.21 | -0.63 | 1.2 | -0.5 | 1339 | 9% | i | 1.1

Limited to TNAP activators and Lipid droplet, for some of the entries so far:
SMILES	TNAP activators	Lipid droplet
Cc1cc(C)c2c(c1)cc(C)c1nnc(SCC(=O)N3CCCc4ccccc43)n12	1.3	-3
Cc1c(N2C(=O)c3ccccc3C2(O)c2ccccc2)c(=O)n(-c2ccccc2)n1C (stereo not drawn)	x	4

(further entries)
SMILES | Lipid droplet | Lipid droplet cells 6.5 µM | Insulin prom up | Insulin prom up cell count | MT stabilizer | MT stabilizer Hoechst-high % | MT stabilizer cytotoxicity % | T cell modulator | T cell modulator vesicle-bound % | TNAP activators | Dynein transport | Dynein transport cytoplasmic EGFP | Dynein transport nuclear GR-EGFP | Dynein transport cell count | b-catenin transl | b-catenin transl cell count 5 µM | human PMI inhibition | Myeloid diff MLP | Myeloid diff MLP GFP+ MAC1+ %
Cc1ccc(C2=NCN(c3ccc(C(=O)O)cc3)C(=S)N2)cc1 | 8 | 646 | -0.84 | 1602 | 1.7 | 2.7 | 4.3 | i | 52 | 1.2 | 0.34 | -0.23 | -0.086 | 1 | -1.9 | 1087 | -4% | x | x
CC(C)Oc1ccc(C(=O)NNC(=O)c2ccccc2C(=O)O)cc1 | -16 | 691 | -0.3 | 1457 | 3.3 | 1.9 | 2.6 | i | 16 | 1 | 1.3 | -0.24 | 0.87 | -0.14 | -1.5 | 1100 | -4% | i | 0.1
Cc1ccc(OCn2c(=O)sc3ccccc32)cc1 | -3 | 714 | 0.05 | 1269 | 4.3 | 3.2 | 6.7 | i | 29 | 1 | -0.74 | -0.23 | -0.34 | -1.8 | -0.4 | 1096 | 9% | i | 4.4
CC(C)N(C(=O)Cn1c(-c2ccccc2Cl)nc2ccccc21)c1ccccc1 | -40 | 466 | x | x | 3.1 | 2.9 | 7.2 | i | 17 | 1.2 | 0.027 | -0.05 | 1.1 | -0.68 | -0.5 | 945 | 10% | i | 0.3
CCC(C)c1ccc(NC(=S)NCc2ccccn2)cc1 (stereo not drawn) | 1 | 698 | -1.7 | 1347 | 1.9 | 0.9 | 5.9 | i | 6 | 1.2 | -1.1 | -0.28 | -0.56 | 0.78 | -0.8 | 1094 | 8% | i | 0.4
C=CCn1c(SC(CCO)C(=O)NCc2ccco2)nc2sc3c(c2c1=O)CCC3 (stereo not drawn) | x | x | -0.5 | 1320 | 5.7 | 2.5 | 3.8 | i | 25 | 1.1 | 0.9 | -0.25 | 0.95 | -1.3 | -1.2 | 1392 | -3% | i | 1.1
COc1cc(/C=N/N=C2/NC(=O)C(Cc3ccccc3)S2)ccc1O (stereo not drawn) | -16 | 665 | -0.57 | 1233 | 4.0 | 3.3 | 7.4 | i | 35 | 1 | 0.44 | -0.3 | 0.26 | 0.079 | 0.0 | 1078 | -2% | i | 0.3
COC(=O)CN1C(=S)N(c2ccc(OC)cc2)C(=O)/C1=C/c1ccc(N2CCOCC2)cc1 | 3 | 689 | 1.3 | 1518 | 0.9 | 2.1 | 4.8 | i | 64 | 0.7 | -0.82 | 0.054 | -0.29 | -0.13 | -2.1 | 1100 | 15% | i | 0.7
CCC1(C)NC(=O)N(CC(=O)N2N=C(c3ccccc3)CC2c2ccc(OC)cc2)C1=O (stereo not drawn) | -3 | 662 | 0.03 | 1538 | 2.4 | 2.3 | 2.0 | i | 5 | 1.1 | -0.048 | -0.33 | -0.27 | 0.65 | -0.2 | 1143 | 20% | i | 2.4
CCOC(=O)c1ccc(-n2c(CN3CCOCC3)nc3ccc([N+](=O)[O-])cc3c2=O)cc1 | 13 | 699 | 1.1 | 1104 | 2.4 | 2.5 | 11 | i | 29 | 0.9 | 0.088 | -0.29 | 0.37 | -0.42 | -0.5 | 1024 | -9% | i | 0.2
Oc1ccc2ccccc2c1CN1CCOCC1 | -3 | 710 | 1.1 | 1361 | x | x | x | i | 30 | x | -0.55 | -0.16 | -0.14 | 0.39 | -0.6 | 1327 | x | i | 0.7
COc1cc(NC(=O)c2cnn3c(C)cc(C)nc23)c(OC)cc1Cl | -2 | 632 | -0.49 | 1658 | 3.0 | 2.2 | 7.8 | x | x | 1.1 | -0.058 | -0.23 | 0.19 | -0.5 | -0.6 | 1096 | -3% | i | 0.7
O=S(=O)(c1ccc(-c2ccon2)s1)N1CCN(c2ccncc2)CC1 | 12 | 649 | 2.4 | 1101 | x | x | x | i | 6 | x | 0.0035 | -0.27 | 0.43 | 0.86 | -1.3 | 1326 | x | x | x

Compound activity deposited in PubChem BioAssay by several laboratories.
